# CHT allo act = CHT positive allosteric modulators, primary screen, cell-based, membrane potential dye, choline EC20; High affinity choline transporter 1 (Homo sapiens), Q9GZV3; CHT-expressing cells; hits give high values; LV-AA mutant CHT in HEK293 cells; B-score at 10 µM; 0.49% of 310,000 active; AID 488977, 2010;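 active means initial fluorescence not abnormally high and integrated response B-score, plate-corrected, over 3 SD above library mean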
# Target sequence (Q9GZV3 whole entry, looked up): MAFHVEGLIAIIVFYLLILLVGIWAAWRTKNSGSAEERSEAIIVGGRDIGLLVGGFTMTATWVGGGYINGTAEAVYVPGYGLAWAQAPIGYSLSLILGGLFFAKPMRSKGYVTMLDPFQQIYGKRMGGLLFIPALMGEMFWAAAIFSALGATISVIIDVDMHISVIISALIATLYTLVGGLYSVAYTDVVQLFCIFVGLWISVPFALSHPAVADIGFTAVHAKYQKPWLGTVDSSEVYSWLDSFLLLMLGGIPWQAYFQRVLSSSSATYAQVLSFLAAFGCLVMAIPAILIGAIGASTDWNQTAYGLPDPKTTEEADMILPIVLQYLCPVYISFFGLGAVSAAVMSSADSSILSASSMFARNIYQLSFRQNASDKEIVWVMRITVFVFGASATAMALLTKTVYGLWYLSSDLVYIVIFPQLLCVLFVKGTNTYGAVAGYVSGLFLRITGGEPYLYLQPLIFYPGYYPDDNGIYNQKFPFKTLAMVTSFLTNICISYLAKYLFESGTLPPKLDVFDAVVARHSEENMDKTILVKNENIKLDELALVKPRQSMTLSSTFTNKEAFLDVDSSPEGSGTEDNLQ
# CHT inh = inhibitors of human choline transporter CHT; High affinity choline transporter 1 (Homo sapiens), Q9GZV3; CHT-expressing cells, membrane potential dye, choline response; hits give low values; B-score at 10 µM; 0.86% of 310,000 active;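 active means B-score over 3 SD under the library average, and starting fluorescence ratio not unusually high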;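 further: choline stimulus applied at its EC90 after an EC20 pre-addition; B-score computed on integrated fluorescence ratio after choline addition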
# * marks the source's active call; other numbers are inactive results; i = inactive. These rows are one share of the data, so the mix of outcomes need not match the whole.
cpd | molecule | CHT allo act | CHT inh
1 | N#CSCC(=O)N1c2ccccc2CCc2ccccc21 | i | i
2 | Fc1ccccc1CNCCc1ccc2c(c1)OCO2 | i | i
3 | C=CCN1C(=O)/C(=C/c2cc(C)n(-c3ccccn3)c2C)C(=O)NC1=S | i | i
4 | COC(=O)C1=C(c2ccccc2)C[C@@H]2CC[C@H]1N2C(=O)NCc1ccc(C(F)(F)F)cc1 | i | i
5 | Cc1c(C=C2C(=O)N(C)C(=O)N(C)C2=O)c(=O)n(-c2ccccc2)n1C | i | i
6 | Clc1cccc(Cl)c1C1N2CCCN12 (stereo not drawn) | i | i
7 | CC[C@@H](C(N)=O)N1CCCC1=O | i | i
8 | CC(NCc1ccc(Cl)cc1)C(O)c1ccccc1 (stereo not drawn) | i | i
9 | CC1CCCN(C(=O)CCl)C1 (stereo not drawn) | i | i
10 | COc1ccc(NC(c2ccccc2)P(=O)(Oc2ccccc2)Oc2ccccc2)cc1 (stereo not drawn) | i | i
11 | CC1CC(NC(=O)C2C3CCC(O3)C2C(=O)O)CC(C)(C)C1 (stereo not drawn) | i | i
12 | Nc1ccncc1 | i | i
13 | CC(C)Sc1nnc([C@@H](N)Cc2ccccc2)o1 | i | i
14 | O=C(Cn1cc(C(=O)c2ccccc2)c2ccccc21)NCc1ccco1 | i | i
15 | C/C=C(\C)C(=O)OC1C(C)=C2C(C1OC(=O)CCCCC)C(C)(OC(C)=O)CC(OC(=O)CCC)C1(O)C2OC(=O)C1(C)O (stereo not drawn) | 8* | i
16 | Cc1nn(Cc2ccccc2)c(C)c1C(=O)NCc1ccccc1 | i | i
17 | CN1CCN(c2nc3c(c(=O)[nH]2)CCC3)CC1 | i | i
18 | CCc1ccccc1NC(=O)CSc1nnc([C@@H](N)Cc2c[nH]c3ccccc23)o1 | i | i
19 | CCOC(=O)C1C(=O)NC23CCCC2C1c1ccccc1O3 (stereo not drawn) | i | i
20 | Cc1ccc(-n2c(O)c(C=NCc3ccccn3)c(=O)[nH]c2=S)cc1 | i | i
21 | CN1CCN(c2nc([N+](=O)[O-])nn2C)CC1 | i | i
22 | CC[C@H]1C2C[C@H]3[C@@H]4N(C)c5ccccc5C45C[C@H](C2[C@H]5O)N3[C@@H]1O (stereo partly drawn) | i | i
23 | O=c1c2ccccc2nc(SCC2CCCCO2)n1-c1ccccc1 (stereo not drawn) | i | i
24 | Fc1ccc(C2=CCN(C(c3cccs3)c3nnnn3CCc3ccccc3)CC2)cc1 (stereo not drawn) | i | i
25 | CC1CN=C(NCc2ccncc2)S1 (stereo not drawn) | i | i
26 | CCOC(=O)/C(CCCN(CC)CC)=N\O | i | i
27 | CCOC(=O)c1ccc(NC(=O)c2c(O)[nH]c(=O)[nH]c2=O)cc1 | i | i
28 | CCN1CCN(C(c2cccs2)C(C)NC(=O)Oc2ccccc2)CC1 (stereo not drawn) | i | i
29 | CN1CCN(c2c(C#N)c(C(F)(F)F)nn2C)CC1 | i | i
30 | CC[C@@H](CO)C1CC2NC3CC4(c5ccccc5N(C)[C@@H]24)C(O)C31 (stereo partly drawn) | i | i
31 | C=CCn1c(O)c(C(CC)=NC2CC2)c(=O)[nH]c1=O | i | i
32 | O=c1c2ccccc2nc(Cc2ccccc2)n1-c1cccc(O)c1 | i | i
33 | CN1CCN(Cc2ccc(Br)s2)CC1 | i | i
34 | CC1(C)NC(=O)[C@H]2CCCN21 | i | i
35 | CC(C)C1(C)N=C(c2nc3ccccc3cc2C(=O)O)NC1=O (stereo not drawn) | i | i
36 | O=C(c1cc(-c2ccccc2)on1)N1CCC2(CC1)OCCO2 | i | i
37 | O=C1CN(C(=O)CN2CCCCC2)C(c2ccccc2)c2cc(Br)ccc2N1 (stereo not drawn) | i | i
38 | CN(c1ccc(OCC(=O)N2CCN(C/C=C/c3ccccc3)CC2)cc1)S(=O)(=O)c1cccs1 | i | i
39 | CCOc1ccc(CC2C(=O)NC(=O)N(c3ccc(CC)cc3)C2=O)cc1 (stereo not drawn) | i | i
40 | O=C1NC(=O)N(c2ccccc2)C(=O)/C1=C/c1ccc([N+](=O)[O-])s1 | i | i
41 | CCN1CCN(Cc2cc(Br)cc(OC)c2O)CC1 | i | i
42 | CC1CCCC(NC(=O)CNC(=S)N2CC3CC(C2)c2cccc(=O)n2C3)C1C (stereo not drawn) | i | i
43 | COc1cccc(C(=O)C2CCCN(Cc3cnn(C(C)C)c3)C2)c1 (stereo not drawn) | i | i
44 | Cc1ccc(NC(=O)CSc2nnc([C@@H](N)Cc3c[nH]c4ccccc34)o2)c(C)c1 | i | i
45 | O=C(Cc1ccccc1)Oc1cccc(-n2cnnn2)c1 | i | i
46 | Cc1cccc(-n2c(=S)[nH]c3ccccc3c2=O)n1 | i | i
47 | CN(C)C(=O)Nc1cccc(OC(=O)N(C)C)c1 | i | i
48 | CCC(=NCc1ccco1)c1c(O)n(Cc2ccccc2)c(=O)[nH]c1=O | i | i
49 | O=[N+]([O-])NC1=NCCN1Cc1ccc(Cl)nc1 | i | i
50 | O=c1[nH]c(=S)[nH]c(O)c1C(c1ccccn1)c1c(O)[nH]c(=S)[nH]c1=O | i | i

# Next part.
cpd | molecule | CHT allo act | CHT inh
51 | COc1ccc(Cl)cc1N=Cc1c(O)n(C)c(=O)n(C)c1=O | i | i
52 | CCN1CCN(c2nc([N+](=O)[O-])nn2C)CC1 | i | i
53 | CNC(C)(C)Cc1ccccc1 | i | i
54 | CCCOc1ccc(C(C)=O)cc1Cc1c(O)[nH]c(=S)[nH]c1=O | i | i
55 | CC(=O)Nc1ccccc1C(=O)C(=O)Nc1cccc(C(=O)N2CCC3(CC2)OCCO3)c1 | i | i
56 | CN(C)c1ccc(/C=C2/C(=O)NC(=O)N(CCc3ccc(F)cc3)C2=O)cc1 | i | i
57 | CCS(=O)(=O)NC(C)c1nnc2n1-c1ccc(Br)cc1C(c1ccccc1Cl)=NC2 (stereo not drawn) | i | i
58 | CCCN1CCC[C@@H](c2cccc(O)c2)C1 | i | i
59 | CN1CCN(c2ccc([N+](=O)[O-])c(Sc3nncn3C)c2)CC1 | i | i
60 | CC(=O)c1ccc2c(c1)C1C(Cl)C(Sc3ccccc3[N+](=O)[O-])CC1C(c1ccccc1[N+](=O)[O-])N2 (stereo not drawn) | i | i
61 | O=c1[nH]c(=S)n(C2CC2)c(O)c1/C=N/Nc1ccccc1 | i | i
62 | C[C@]12C=CC(=O)C=C1CC[C@@H]1C2CC[C@]2(C)OC(=O)CCC12 (stereo partly drawn) | i | i
63 | Cc1ccc(S(=O)(=O)N2CN3CCN(C3)C2)cc1 | i | i
64 | NC(=O)Nc1cccc(C(F)(F)F)c1 | i | i
65 | N#CCCn1cc(C(=O)Nc2ccccc2Br)c(-c2ccc([N+](=O)[O-])cc2)n1 | i | i
66 | COc1c(C=C2C(=O)NC(=O)NC2=O)c(CCN(C)C(=O)c2ccccc2)cc2c1OCO2 | i | i
67 | O=c1[nH]c(=O)n(CCc2ccccc2)c(O)c1C=NC1CC1 | i | i
68 | CC1(C(O)(C#CCN2CCCCC2)c2ccccc2)CCCC1 (stereo not drawn) | i | i
69 | CCOC(=O)CCN=Cc1c(O)n(-c2ccc(Br)cc2)c(=O)[nH]c1=O | i | i
70 | CCOP(=O)(OCC)C(O)c1ccccc1 (stereo not drawn) | i | i
71 | C#CCN1CCN(c2cccc(C(F)(F)F)c2)CC1 | i | i
72 | CCCn1c(C(=O)c2ccccc2)nc2ccccc21 | i | i
73 | CCN1CCN(C(=O)COc2cc(=O)n(CC)c3ccccc23)CC1 | i | i
74 | COc1ccc(NS(=O)(=O)c2ccc(OCC(=O)N3CCN(C)CC3)cc2)cc1Cl | i | i
75 | NC12CN3CN(CN(C3)C1)C2 (tested in a mixture with another compound) | i | i
76 | O=c1nc(/C=C/c2ccc(Cl)cc2Cl)cc(C(F)(F)F)[nH]1 | i | i
77 | NP(=O)(OCCCc1ccccc1)Oc1ccccc1 (stereo not drawn) | i | i
78 | CC(=O)O[C@@]12CO[C@@H]1C[C@H](O)[C@@]1(C)C(=O)[C@H](O)C3=C(C)[C@@H](OC(=O)[C@H](O)[C@@H](NC(=O)c4ccccc4)c4ccccc4)C[C@@](O)([C@@H](OC(=O)c4ccccc4)C12)C3(C)C (stereo partly drawn) | i | i
79 | COc1cc(/C=C(/C)[N+](=O)[O-])ccc1OCc1ccccc1Cl | i | i
80 | O=C(Cc1c(Cl)cccc1Cl)N1CCN(Cc2ccccc2)CC1 | i | i
81 | CN1CCN(c2ccc(NC(=O)Oc3ccccc3)cc2)CC1 | i | i
82 | C[C@H](NC(=O)N1C[C@H]2C[C@@H](C1)c1cccc(=O)n1C2)C(=O)Nc1ccccc1F | i | i
83 | Cc1cc(OCc2nn[nH]n2)c2c3c(c(=O)oc2c1)CCC3 | i | i
84 | COC(=O)C(O)(c1cn(C)c2ccccc12)C(F)(F)F (stereo not drawn) | i | i
85 | CCOc1cc2c(cc1OCC)-n1cccc1C(c1cccc(OCC)c1O)NC2 (stereo not drawn) | i | i
86 | COC(=O)c1ccc(COc2cc(C)cc3oc(=O)c4c(c23)CCCC4)o1 | i | i
87 | CCCN1CCC2(CC1)NC(CO)(CO)CO2 | i | i
88 | Cc1nccn1Cc1ccc(Cl)nc1 | i | i
89 | O=C(CF)NC(NC(=S)Nc1cccc([N+](=O)[O-])c1)C(Cl)(Cl)Cl (stereo not drawn) | i | i
90 | Nc1ccc2ccc3cccc[n+]3c2c1 | i | i
91 | CCOc1cc2c(cc1OCC)-n1cccc1C(c1ccc(OC(F)F)cc1)NC2 (stereo not drawn) | i | i
92 | c1cncc(CNCCc2c[nH]c3ccccc23)c1 | i | i
93 | COP(=O)(OC)C(O)C(Cl)(Cl)Cl (stereo not drawn) | i | i
94 | O=C1CN(C(=O)COC(=O)Cc2ccccc2)c2ccccc2N1 | i | i
95 | CCOC(=O)C(O)(c1ccc(N=c2ccccn2C)cc1)C(F)(F)F (stereo not drawn) | i | i
96 | CN1CCC2(CC1)C(C#N)=C(N)NC(S)=C2C#N | i | i
97 | COc1ccc(NC2=NCCCS2)cc1OC | i | i
98 | Cn1c(=O)[nH]c2nncnc2c1=O | i | i
99 | COc1ccccc1C(=O)Nc1ccc2c(c1)CC1(C(=O)N(C)C(=O)N(C)C1=O)C1CCCN21 (stereo not drawn) | i | i
100 | Cc1ccc(OCC(=O)N2CCN(Cc3ccc4c(c3)OCO4)CC2)cc1 | i | i

# Next part:
cpd | molecule | CHT allo act | CHT inh
101 | CCS(=O)(=O)NCc1nnc2n1-c1ccc(Br)cc1C(c1ccccc1Cl)=NC2 | i | i
102 | Cc1c(C(c2ccc(O)cc2)c2c(O)c3ccccc3oc2=O)c(=O)n(-c2ccccc2)n1C (stereo not drawn) | i | i
103 | COC(=O)c1ccccc1OP(=O)(c1cccc([N+](=O)[O-])c1)c1cccc([N+](=O)[O-])c1 | i | i
104 | CN1CCN(Cc2cn(C)c3ccccc23)CC1CCO (stereo not drawn) | i | i
105 | O=C(NC[P+](=O)O)OCc1ccccc1 | i | i
106 | Cn1c(O)c(C2=NNC(c3ccc(Cl)cc3)C2)c(=O)n(C)c1=O (stereo not drawn) | i | i
107 | Cn1cc(C=C2C(=O)NC(=O)NC2=O)c2ccccc21 | i | i
108 | CCOC(=O)C1SC2(C(F)F)CC1(O)c1c(c(OC)c3occc3c1OC)O2 (stereo not drawn) | i | i
109 | Fc1ccc(N2CCN(Cc3ccc4c(c3)OCO4)CC2)cc1 | i | i
110 | Cc1nn(Cc2ccccc2)c(C)c1C(=O)O | i | i
111 | CC1=CC(=C2C(=O)NC(=O)NC2=O)C=C(C(F)(F)F)N1C(C)C | i | i
112 | Cc1ccc(-c2nc3ccc(C)cn3c2CC(=O)N(C)C)cc1 | i | i
113 | O=C(Cn1nc(-c2ccc(Cl)cc2)ccc1=O)N1CCC2(CC1)OCCO2 | i | i
114 | COc1ccc(Cl)cc1C(=O)C1CCCN(CCO)C1 (stereo not drawn) | i | i
115 | CC(Cc1ccccc1)NC(=O)CCCCC(=O)NC(C)Cc1ccccc1 (stereo not drawn) | i | i
116 | C[C@@]1(CO)[C@H](O)CC[C@@]2(C)[C@H]1CC[C@H]1C[C@@H]3C[C@@]12CC[C@]3(O)CO | i | i
117 | COc1cccc(N=Nc2c(O)[nH]c(=S)[nH]c2=O)c1 | i | i
118 | Cc1c(Br)c(=O)oc2cc(OCC(=O)N3C[C@H]4C[C@@H](C3)c3cccc(=O)n3C4)ccc12 | i | i
119 | CCOCC(=O)NC1CCSC1=O (stereo not drawn) | i | i

# Assay outcomes deposited in PubChem BioAssay by Johns Hopkins Ion Channel Center.
